procasp3 activ = activates human procaspase-3 | AID 463141 | 0.11% of 330,000 active | activation, % at 8.5 µM | recombinant procaspase-3 D3A, Ac-DEVD-pNA absorbance 405 nm | P42574;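 active = activation above the mean of all tested compounds plus 3 SD, cut at about 21% in these data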;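 also: 0% = DMSO alone and 100% = DMSO wells spiked with extra 5 µM PC-3 D3A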
Target sequence (P42574 whole entry D9A/D28A/D175A): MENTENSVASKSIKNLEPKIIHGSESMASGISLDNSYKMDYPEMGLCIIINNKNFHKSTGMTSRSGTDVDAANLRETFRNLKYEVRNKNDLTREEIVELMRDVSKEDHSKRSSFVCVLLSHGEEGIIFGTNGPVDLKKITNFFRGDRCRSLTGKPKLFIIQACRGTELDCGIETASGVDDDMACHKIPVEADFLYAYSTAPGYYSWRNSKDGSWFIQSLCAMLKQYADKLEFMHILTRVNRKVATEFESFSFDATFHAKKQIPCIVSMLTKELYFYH
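Test system: Procaspase-3 D3A mutant, all three cleavage aspartates alanine | Dosing: Single dose, 8.5 µM nominal compound, 0.8% DMSO | Schedule: 1 h preincubation, 2 h reaction | Technique: 405 nm absorbance of p-nitroaniline, reads at 0 and 120 min | Repeats: One well per compound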
TPT1 inh = C. albicans TPT1 enzyme inhibition. recombinant caTPT1, FP RNA substrate dephosphorylation. inhibition, % at 5 µM. 0.81% of 300,000 active. AID 1962;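 active = inhibition above the mean of all tested compounds plus 3 SD, set per screening campaign, cut at about 24% in these data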;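 also: plate controls were DMSO alone for no effect and ferristatin control at 100 nM for full effect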
Fh CTSL1 inh = cathepsin L1 inhibition, PFM18AAP counter-screen. recombinant F. hepatica cathepsin L1, Z-Leu-Arg-MCA fluorescence. 0.49% of 300,000 active. inhibition, % at 5.96 µM. AID 1906;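 active = inhibition above the mean of all tested compounds plus 3 SD, set per screening campaign, cut at about 17% in these data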;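 also: 0% = plate median of test compound wells and 100% = 1 µM Z-Phe-Ala-diazomethylketone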
procasp7 counter = counter-screen: procaspase-7 (human) activation. recombinant procaspase-7, Ac-DEVD-pNA absorbance 405 nm; D23A/D198A/D206A triple mutant, cannot self-cleave; scale: DMSO 0, 5 µM enzyme 100. activation, % at 8.5 µM. 0.093% of 330,000 active. P55210;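 active = percent activation above the screen-wide mean plus 3 SD, cut at about 25% in these data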
Target sequence (P55210 whole entry D23A/D198A/D206A): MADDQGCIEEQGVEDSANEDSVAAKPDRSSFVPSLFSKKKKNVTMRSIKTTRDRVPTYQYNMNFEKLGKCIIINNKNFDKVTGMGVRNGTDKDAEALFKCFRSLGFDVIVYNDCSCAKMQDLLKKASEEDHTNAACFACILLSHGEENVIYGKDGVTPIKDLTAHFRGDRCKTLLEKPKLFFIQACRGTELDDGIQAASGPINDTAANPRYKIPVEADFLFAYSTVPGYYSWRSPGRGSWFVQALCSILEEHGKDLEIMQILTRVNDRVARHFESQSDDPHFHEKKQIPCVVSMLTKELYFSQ
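Assay system: Uncleavable procaspase-7 mutant enzyme / Input: 2 µM procaspase-7 mutant as dispensed / Dosing: single nominal 8.5 µM compound dose, 0.8% DMSO final / Timing: 1 h enzyme–compound preincubation and 2 h substrate reaction, both 25 °C / Detection: p-Nitroaniline absorbance at 405 nm, read at 0 and 120 min / Replication: singlicate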
AHR activator = human AHR activation; AID 2796; 2.5% of 320,000 active; AHR-responsive luciferase reporter cells, luminescence; activation, % at 5 µM; P35869; in the data active = activation above about 47%;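 also: 0% = vehicle wells and 100% = reference agonist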
PP5 primary = blocks human protein phosphatase 5 activity | P53041 | purified PP5c, OMFP substrate fluorescence | inhibition, % at 6.7 µM | 0.18% of 320,000 active | AID 1987;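 active = inhibition above the campaign's mean inhibition across all tested compounds plus 3 SD, cut at about 9.5% in these data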;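 also: 0% = DMSO only and 100% = 100 µM cantharidin control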
Target sequence (P53041 whole entry, looked up): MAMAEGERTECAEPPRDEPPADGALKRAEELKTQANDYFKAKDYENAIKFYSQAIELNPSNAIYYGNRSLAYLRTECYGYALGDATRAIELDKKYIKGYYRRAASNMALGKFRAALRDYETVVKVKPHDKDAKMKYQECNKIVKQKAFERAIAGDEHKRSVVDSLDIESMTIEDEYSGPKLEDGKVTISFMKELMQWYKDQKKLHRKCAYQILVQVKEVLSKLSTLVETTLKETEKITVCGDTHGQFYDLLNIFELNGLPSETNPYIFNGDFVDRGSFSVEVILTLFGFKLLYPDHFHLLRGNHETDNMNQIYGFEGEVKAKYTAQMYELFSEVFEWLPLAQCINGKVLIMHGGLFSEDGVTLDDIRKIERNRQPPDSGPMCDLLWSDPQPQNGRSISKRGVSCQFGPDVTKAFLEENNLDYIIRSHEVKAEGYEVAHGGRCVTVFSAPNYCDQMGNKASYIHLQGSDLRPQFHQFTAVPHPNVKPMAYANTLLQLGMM
core dimer inh = blocks dimerization of HCV core protein; TR-FRET GST/Flag-core106 dimerization, 1536-well; inhibition, % at 5 µM; 0.33% of 300,000 active;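 active = inhibition above the mean of all tested compounds plus 3 SD, set per screening campaign, cut at about 45% in these data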
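Assay system – GST-tagged and Flag-tagged HCV core protein residues 1-106 · Quantity – core106 proteins, GST 13.5 nM and Flag 17 nM · Benchmarks – unlabelled core106 and no-GST-core106 wells · Read-out basis – percent inhibition of core106 dimerization signal · Detection – time-resolved FRET, ex 340 nm, em 617 and 671 nm · Schedule – 4 h at 22.5 °C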
PAFAH2 FP inh = inhibitors of human PAFAH2 | Q99487 | recombinant PAFAH2, FP-rhodamine activity probe, fluorescence polarization | inhibition, % at 3.39 µM | 0.99% of 340,000 active | AID 492956;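 active = inhibition above the mean over all tested compounds plus 3 SD, cut at about 30% in these data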;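 also: inhibitors block probe labeling of enzyme so polarization drops; 0% = enzyme with DMSO and 100% = wells lacking PAFAH2 protein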
PP1 counter = PP1-alpha (human) inhibition in PP5 counter-screen; purified PP1alpha, OMFP fluorescence; AID 2235; P62136; inhibition, % at 6.7 µM; 0.9% of 320,000 active;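 active = inhibition above the mean inhibition of all tested compounds plus 3 SD, computed separately for each screening campaign, cut at about 15% in these data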
An asterisk follows results filed as active; . = not tested or not shown. Rows are unselected, and some 5.6% of all compounds hit somewhere here.

The opening 2 records, to show the layout:
SMILES | procasp3 activ | TPT1 inh | Fh CTSL1 inh | procasp7 counter | AHR activator | PP5 primary | core dimer inh | PAFAH2 FP inh | PP1 counter
Cc1ccc(CNC(=O)C2CCCN2S(=O)(=O)c2ccc3c(c2)C(C)(C)C(=O)N3C)cc1 (stereo not given) | 5 | 2 | -5 | -7 | -1 | 1.1 | 1 | -1 | -3
Cc1nc2ccc(NC(=O)c3cccc(S(=O)(=O)N(C)c4ccccc4)c3)cc2s1 | 3 | -1 | 4 | 7 | 6 | 4.0 | 10 | -28 | 1

Main list (from the top)
SMILES | procasp3 activ | TPT1 inh | Fh CTSL1 inh | procasp7 counter | AHR activator | PP5 primary | core dimer inh | PAFAH2 FP inh | PP1 counter
Cc1ccc(CNC(=O)C2CCCN2S(=O)(=O)c2ccc3c(c2)C(C)(C)C(=O)N3C)cc1 (stereo not given) | 5 | 2 | -5 | -7 | -1 | 1.1 | 1 | -1 | -3
Cc1nc2ccc(NC(=O)c3cccc(S(=O)(=O)N(C)c4ccccc4)c3)cc2s1 | 3 | -1 | 4 | 7 | 6 | 4.0 | 10 | -28 | 1
Cc1ccc(NC2CCCN(C(=O)c3ccc4[nH]ccc4c3)C2)cc1C (stereo not given) | 6 | 1 | 1 | -4 | 18 | 3.0 | -8 | 0 | -4
O=C(COc1ccc(Br)cc1)NCCNC(=O)c1cccnc1 | -13 | -2 | 1 | 3 | 14 | -0.2 | -20 | -1 | -1
CSCCCNC(=S)Nc1ccc(N2CCOCC2)cc1 | 2 | -3 | 1 | -7 | 4 | 1.2 | -20 | -8 | 2
COc1cccc(CC(=O)OCc2csc(CC(=O)Nc3ccccc3C)n2)c1 | 4 | . | . | 3 | 0 | 1.4 | . | 11 | 3
Cc1nn(S(=O)(=O)N2CCOCC2)c(C)c1Br | 3 | -4 | -3 | -1 | -2 | 1.6 | -4 | 4 | 0
Cc1ccc(N2CC(C(=O)OCC(=O)c3ccc([N+](=O)[O-])cc3)CC2=O)cc1 (stereo not given) | -16 | -2 | -25 | -30 | 0 | -1.8 | 4 | 6 | -3
O=C(Cc1nn[nH]n1)Nc1cc(Cl)cc(Cl)c1 | -5 | -1 | -3 | 5 | 3 | 1.4 | -7 | -11 | 6
COc1ccccc1-n1c2nc3ccccc3nc2c2c(=O)n(-c3cc(C)cc(C)c3)cnc21 | 4 | -1 | 0 | 0 | -8 | 1.2 | 19 | -4 | 4
COc1ccc(CCNC(=O)c2ccc(CNS(=O)(=O)c3cccc(Cl)c3)cc2)cc1OC | -2 | 1 | -2 | 2 | 3 | 4.9 | -2 | -3 | -1
CC(C)Oc1ccc(C(=O)/C=C2/C(=O)Nc3ccccc32)cc1 | -3 | -2 | -3 | -1 | 19 | 1.4 | 14 | 6 | 5
Cc1cccc(OCC(=O)NC(=S)N2CCCc3ccccc32)c1 | -5 | 1 | -2 | -11 | 11 | -0.3 | 4 | 1 | -1
OCCN(/C=N/c1nc(-c2ccc(Br)cc2)cs1)CCO | -1 | -2 | 0 | 2 | 6 | 1.6 | 2 | 5 | -2
CC1CCN(Cc2nc3c(c(=O)n(C)c(=O)n3C)n2CCCc2ccccc2)CC1 | -5 | -1 | -1 | 6 | -1 | 0.5 | 2 | -4 | -2
C=CCn1c(-c2c(C)nc3cc(C)ccn23)n[nH]c1=S | -9 | 0 | 5 | -16 | 5 | 1.1 | -10 | 2 | -13
CN1C(=O)/C(=C/c2cn(CC(=O)NCc3ccco3)c3ccccc23)NC1=S | -17 | 20 | 8 | -41 | 58* | -0.4 | -1 | . | 2
COc1ccc(C(CNC(=O)c2cccc(NS(=O)(=O)c3ccc(Br)cc3)c2)N(C)C)cc1 (stereo not given) | 5 | 1 | 2 | 5 | 0 | -1.1 | -4 | 1 | 4
COc1ccc(/C=C/C(=O)NC(=S)NNC(=O)c2cccnc2)cc1 | -6 | -3 | 9 | -18 | 7 | 0.8 | -5 | -4 | 16*
CCCNC(=O)NC(=O)CSc1nc2ccccc2n1CC(C)C | -1 | -1 | 5 | 6 | 3 | -0.2 | 3 | 8 | -3
Brc1c(CSc2nncn2-c2ccccc2)nc2ncccn12 | 0 | -5 | -1 | 6 | 5 | 2.6 | 3 | -2 | 2
O=C(COC(=O)CCc1ccc(S(=O)(=O)N2CCOCC2)cc1)Nc1ccc(Cl)cn1 | -1 | -9 | -4 | 10 | 4 | 1.1 | -2 | 6 | -1
COc1cc(/C=C2\SC(=O)NC2=O)ccc1OCC(=O)N1CCOCC1 | 0 | . | . | 4 | -1 | . | . | -7 | .
O=C1C2C3c4ccccc4C(c4ccccc43)C2C(=O)N1Cc1ccccn1 (stereo not given) | 5 | 0 | 5 | 5 | -3 | 1.4 | 4 | -3 | 2
N#Cc1c(-c2ccccc2)ccnc1N1CCOCC1 | 1 | -2 | 0 | 10 | 6 | -1.7 | -1 | 0 | -1
O=C(Cn1cc(C(F)(F)F)ccc1=O)N1CCN(S(=O)(=O)c2ccccc2)CC1 | 1 | -8 | -8 | -7 | 1 | 1.5 | -4 | -4 | 0
Nc1nc2ccccc2n1CCOc1ccc(Cl)cc1 | 4 | -3 | -1 | 11 | 10 | 3.0 | -1 | -3 | 0
Cc1ccc(S(=O)(=O)CCC(=O)OCc2ccc(S(=O)(=O)C(C)C)cc2)cc1 | -5 | -1 | -23 | -2 | 3 | -1.8 | -9 | 9 | 0
CCc1ccc(C2CC(c3ccccc3)Nc3nc(N)nn32)cc1 (stereo not given) | 11 | -7 | -1 | 21 | 0 | -0.4 | -3 | 4 | -3
CC(=O)N(CC(C)(C)CC=C(C)C)c1ccccc1 | -4 | -2 | 1 | 4 | -5 | 3.1 | -5 | . | 2
COc1cccc(C(=O)Oc2ccc3c(C)cc(=O)oc3c2C(C)=O)c1 | 1 | 5 | 4 | -2 | 1 | 4.0 | 0 | -1 | 1
O=C(COc1ccc2ccccc2c1)NNC(=O)Nc1ccc(F)cc1F | 3 | 2 | -3 | 2 | 9 | 1.0 | 0 | -3 | 0
COc1ccc(C(=O)Nc2ncc3c(n2)CC(C)CC3=O)cc1 (stereo not given) | 6 | 0 | -2 | -3 | -2 | 0.4 | 8 | -4 | -4
CCC(C)NC(=O)CC1Oc2ccc(Cl)cc2NC1=O (stereo not given) | 10 | -5 | -2 | 6 | 2 | -0.6 | 1 | -2 | -7
O=C(ONc1ccc(N=NC(=O)c2ccccc2O)cc1)c1ccccc1 | 0 | 3 | 5 | 0 | 6 | -0.8 | -6 | 14 | 0
COc1ccc(C(=O)NC(=S)Nc2cccc(Cl)c2N2CCOCC2)cc1[N+](=O)[O-] | -2 | 1 | 1 | 1 | 0 | 0.7 | 3 | 4 | 0
COc1ccc(CNC(=O)CSc2ncnc3ccccc23)cc1OC | -4 | 1 | -5 | 5 | 9 | 0.3 | -1 | -5 | -12
COc1ccc(C(=O)N2CCOC2CNC(=O)C(=O)NCCc2ccccc2OC)cc1 (stereo not given) | 4 | -3 | -2 | 3 | 5 | -0.6 | 5 | 4 | 0
CC(OC(=O)C1CCCCC1)C(=O)Nc1cccc(Cl)c1 (stereo not given) | 2 | 0 | 7 | 5 | 1 | 1.9 | -1 | 6 | 1
COc1ccc(C(=O)NN)cc1 | -2 | -1 | 2 | 8 | 8 | 0.7 | -1 | 4 | 1
CC(=O)C(C)Oc1ccc(Cc2ncc(C(F)(F)F)cc2Cl)cc1 (stereo not given) | 3 | -1 | -6 | -1 | 10 | -0.3 | -3 | 3 | 5
O=C(COC(=O)C1CC(=O)N(Cc2ccco2)C1)Nc1ccc(F)cc1F (stereo not given) | 11 | . | . | 3 | 2 | . | . | -3 | .
O=C(NCc1ccco1)C(C(=O)c1ccccc1)n1ccccc1=O (stereo not given) | -5 | -5 | -1 | 16 | -2 | -1.6 | 1 | -2 | -1
Brc1cccc(C2CC(c3ccccc3)n3nnnc3N2)c1 (stereo not given) | -6 | -7 | 1 | 4 | 2 | -0.8 | 9 | 7 | 8
COc1cccc(C(=O)NCCSc2c(C)[nH]c3ccccc23)c1OC | 2 | 0 | 3 | -5 | 14 | 6.2 | -2 | 19 | 0
CN(C)S(=O)(=O)c1ccc(C(=O)Oc2cc(=O)[nH]c3ccccc23)cc1 | -9 | 0 | -2 | -5 | 16 | 2.4 | 10 | -1 | 3
COc1ccc(-c2ccc(SCC(=O)c3cccs3)nn2)cc1OC | 0 | 2 | 2 | -2 | 11 | 1.0 | -1 | -1 | 1
COC(=O)c1sc(Nc2ccccc2)nc1C | 9 | -1 | 2 | 6 | 8 | 2.8 | -4 | -2 | 0
CN1CCN(c2oc(-c3ccccc3)nc2S(=O)(=O)c2ccccc2)CC1 | 4 | . | . | -4 | 0 | . | . | -2 | .
COc1ccc(C(=O)O)cc1S(=O)(=O)Nc1cccc(C)c1 | -1 | -6 | -3 | 9 | 1 | 1.8 | -4 | 2 | 0
Cc1ccc(Cl)c(NC(=O)COC(=O)c2ccccc2C(=O)c2ccc(Cl)c([N+](=O)[O-])c2)c1Cl | -2 | 4 | 5 | 0 | -1 | 1.6 | 6 | -2 | 4
Cc1csc(NC(=O)CSc2ncnc3c2cnn3-c2ccccc2Cl)n1 | 5 | 1 | 1 | 8 | 0 | -1.0 | -10 | 1 | -5
COCCCNC(=O)CN(C1CCCCC1)S(=O)(=O)c1ccc(C)cc1 | -6 | 0 | 1 | 8 | 2 | -0.3 | -1 | 2 | 0
CCOCCCN(C(=O)Cn1nnc(-c2ccc(C)o2)n1)C(C(=O)NC1CCCC1)c1ccco1 (stereo not given) | 2 | 2 | 1 | -10 | -2 | 0.8 | -18 | 8 | 3
CC(/C=N/Nc1nncc(=O)[nH]1)=C\c1ccccc1 | 4 | 0 | -1 | 16 | 18 | 0.6 | -5 | 1 | 2
CCOC(=O)Cc1csc(NC(=O)/C=C\c2ccccc2Cl)n1 | 9 | 2 | -2 | 3 | -7 | 3.6 | 12 | . | -1
COc1cc2c(cc1OC)CN(C(=O)/C=C/c1cccs1)CC2 | -1 | 6 | 0 | 3 | 1 | 1.2 | 0 | -3 | -9
O=C1CCN(S(=O)(=O)c2ccccc2)CCN1CCOCc1cccc(F)c1 | 3 | 0 | -1 | 5 | 1 | 0.6 | -6 | -4 | -2
Oc1[nH]c2ccccc2c1N=Nc1nncc2ccccc12 | 7 | 0 | 0 | 6 | 6 | -0.6 | -15 | 4 | -5
CC1(C)NC(=O)N(CC(=O)N2CCN(c3cccc(Cl)c3)CC2)C1=O | 4 | . | . | 4 | -1 | 0.7 | . | -3 | -2

As a working copy, four of the compounds above.
SMILES | procasp3 activ | TPT1 inh | Fh CTSL1 inh | procasp7 counter | AHR activator | PP5 primary | core dimer inh | PAFAH2 FP inh | PP1 counter
COc1cc2c(cc1OC)CN(C(=O)/C=C/c1cccs1)CC2 | -1 | 6 | 0 | 3 | 1 | 1.2 | 0 | -3 | -9
O=C1CCN(S(=O)(=O)c2ccccc2)CCN1CCOCc1cccc(F)c1 | 3 | 0 | -1 | 5 | 1 | 0.6 | -6 | -4 | -2
Oc1[nH]c2ccccc2c1N=Nc1nncc2ccccc12 | 7 | 0 | 0 | 6 | 6 | -0.6 | -15 | 4 | -5
CC1(C)NC(=O)N(CC(=O)N2CCN(c3cccc(Cl)c3)CC2)C1=O | 4 | . | . | 4 | -1 | 0.7 | . | -3 | -2
